DTT redox prof = compounds producing H2O2 with reducing agent – biochemical, NIH compound library profiling, artefact control for MLSCN library redox annotation, primary screen. DTT-dependent redox cycling H2O2, phenol red/HRP absorbance; 100% = 100 µM peroxide control, 0% = buffer. activation, % at 10 µM. 0.03% of 200,000 active. AID 878, 2007;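 active = activation of at least 50% relative to the plate's high and low controls in the primary single-dose screen; inactive = activation below 50%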;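 also: compound incubated with DTT at 0.8 mM final as the reducing agent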
PPARg SRC-2 ag = agonists of PPARg-SRC-2 recruitment, primary screen, biochemical, HTS; Peroxisome proliferator-activated receptor gamma (Homo sapiens), P37231; PPARgamma LBD-SRC-2 recruitment; activation, % at 8 µM; 0.34% of 200,000 active; AID 1032, 2008; in the data active = activation above about 22%;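 also: 0% = vehicle and 100% = reference agonist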
ROMK mod = ROMK potassium channel modulators, primary screen, cell-based, thallium flux, MLSMR library; ATP-sensitive inward rectifier potassium channel 1 (Homo sapiens), P48048; Tet-inducible ROMK, thallium flux fluorescence; actives lie on both sides; B-score at 10 µM; 2% of 130,000 active;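 active = signal ratio slope over the read window, or its plate-corrected B-score, at least 3 SD from the plate mean, either direction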;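 also: B-score of the F/F0 ratio slope over 7 to 12 s after thallium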
Target sequence (P48048 whole entry, looked up): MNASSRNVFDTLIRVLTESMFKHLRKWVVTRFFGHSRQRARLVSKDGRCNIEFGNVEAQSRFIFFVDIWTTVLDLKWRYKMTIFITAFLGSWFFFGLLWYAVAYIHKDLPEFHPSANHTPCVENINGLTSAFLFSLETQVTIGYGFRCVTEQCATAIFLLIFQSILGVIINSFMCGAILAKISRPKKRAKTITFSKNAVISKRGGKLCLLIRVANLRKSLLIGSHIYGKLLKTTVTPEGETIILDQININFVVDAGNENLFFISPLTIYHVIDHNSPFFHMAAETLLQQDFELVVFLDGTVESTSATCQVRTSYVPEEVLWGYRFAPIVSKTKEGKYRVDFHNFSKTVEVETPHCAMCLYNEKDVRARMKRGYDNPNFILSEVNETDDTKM
TR-FRET SRC-2 ct = TR-FRET signal artefacts, primary screen, artefact control for PPARgamma SRC-2 agonist project, biochemical; 0.4% of 200,000 active; TR-FRET ratio at 8 µM; TR-FRET artefact counter-screen; active compounds read high; in the data active = TR-FRET ratio above about 2000; also: inactives centre near 1500
S1P3 antagonist = S1P3 receptor antagonists, primary screen, cell-based; Sphingosine 1-phosphate receptor 3 (Homo sapiens), Q99500; CHO S1P3 NFAT-BLA reporter, FRET fluorescence, antagonist mode; inhibition, % at 4.98 µM; 0.27% of 170,000 active; AID 485, 2006;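 active = inhibition above the plate cutoff, the mean inhibition of test wells on that plate plus 3 SD, cut at about 28% in these data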;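 also: cells challenged with S1P at its EC80 of 0.8 µM; blue over green emission ratio from cleaved BLA substrate after 4 h stimulation; 0% = S1P-stimulated wells and 100% = unstimulated DMSO-only wells; some compounds past the cut are filed as inactive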
Target sequence (Q99500 whole entry, looked up): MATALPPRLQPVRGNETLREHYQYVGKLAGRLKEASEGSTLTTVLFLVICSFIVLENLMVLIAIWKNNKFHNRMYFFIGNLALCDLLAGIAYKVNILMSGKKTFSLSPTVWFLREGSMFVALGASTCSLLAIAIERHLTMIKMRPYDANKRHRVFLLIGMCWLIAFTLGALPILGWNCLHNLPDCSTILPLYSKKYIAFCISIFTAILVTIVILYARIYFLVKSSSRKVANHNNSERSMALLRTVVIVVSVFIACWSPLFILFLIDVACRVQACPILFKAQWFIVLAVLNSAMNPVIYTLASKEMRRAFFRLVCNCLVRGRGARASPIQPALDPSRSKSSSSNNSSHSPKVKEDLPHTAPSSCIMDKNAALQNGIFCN
PPARg SRC3 recr = PPARgamma agonists recruiting SRC-3 coactivator, primary screen, biochemical; Peroxisome proliferator-activated receptor gamma (Homo sapiens), P37231; biochemical PPARgamma/SRC-3 coactivator recruitment assay; activation, % at 8 µM; 0.26% of 200,000 active; AID 731, 2007; in the data active = activation above about 23%;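 also: 0% = DMSO and 100% = reference agonist; some compounds past the cut are filed as inactive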
bIAP inhibitor = bovine intestinal alkaline phosphatase inhibitors, primary screen, selectivity assay for TNAP inhibitor project, biochemical, bovine IAP, CDP-star luminescence. purified bovine IAP, 30 min. inhibition, % at 20 µM. 190,000 tested, under 10 active. AID 1019, 2008;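 active = over 50% inhibition of intestinal alkaline phosphatase at 20 µM in the single-dose screen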
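test system = bovine IAP enzyme | medium = DEA buffer 100 mM, pH 9.8, with MgCl2 1.0 mM, ZnCl2 0.02 mM | detection = luminescence | dosing = single compound dose of 20 µM, 2% DMSO final | incubation = 30 min reaction at room temperature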
L major viab = Leishmania major promastigote growth inhibition, primary screen | 9% of 200,000 active | AID 1063, 2008 | Leishmania major promastigotes, resazurin fluorescence viability | inhibition, % at 10 µM; in the data active = inhibition above about 50%;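 also: promastigotes grown with compound for 44 hours at 28 °C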
RAM network inh = inhibitors of the yeast RAM network, primary screen, dse1pr::URA3 reporter, 5-FOA selection | inhibition, % at 50 µM | 1.8% of 190,000 active | S. cerevisiae dse1pr::URA3 reporter, 5-FOA growth OD615, 2 d; analog-sensitive cbk1-as2 kinase mutant strain;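 active = inhibition above a set limit, 3 SD over mean compound inhibition, cut at about 8.4% in these data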;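 also: 0% = DMSO-only wells with no growth and 100% = 10 µM 1-NA-PP1 full growth; inhibition rescues growth on 5-FOA so higher OD means more RAM inhibition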
Efa HMGR inh = inhibitors of E. faecalis class II HMGR, primary screen, biochemical, Enterococcus faecalis | HMG-CoA reductase (Enterococcus faecalis, mvaE) | purified E. faecalis HMGR, NADPH absorbance 340 nm kinetic | inhibition, % at 10 µM | 0.41% of 190,000 active | AID 1066, 2008;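 active = inhibition above a set limit, the median over all tested compounds plus 3 SD, cut at about 9.5% in these data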;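 also: enzyme runs in reverse so mevalonate oxidation gives rising NADPH absorbance; 0% = complete reaction with DMSO and 100% = background rate lacking mevalonate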
PPARg SRC1 recr = PPARgamma agonists recruiting SRC-1 coactivator, primary screen, biochemical. PPARgamma-SRC-1 coactivator recruitment biochemical assay. Peroxisome proliferator-activated receptor gamma (Homo sapiens), P37231. AID 631, 2007. activation, % at 8 µM. 0.41% of 200,000 active; in the data active = activation above about 19%;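 also: 0% = DMSO and 100% = reference agonist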
* marks the source's active call; other numbers are inactive results; . = no result given; & = joins results of further samples.

SMILES	DTT redox prof	PPARg SRC-2 ag	ROMK mod	TR-FRET SRC-2 ct	S1P3 antagonist	PPARg SRC3 recr	bIAP inhibitor	L major viab	RAM network inh	Efa HMGR inh	PPARg SRC1 recr
CCc1ccc(C(=O)CSc2nc3ccccc3c(=O)[nH]2)cc1	-0.8	2	2	1541	.	4	6	98*	3.1	-2	5
Cc1ccc(S(=O)(=O)N2CCN(c3cnn(-c4ccccc4)c(=O)c3Cl)CC2)cc1	0.0	0	0.59	1361	-10	1	4	7	4.2	-1	-6
CC(C)(C)C(=O)[C@@H]1[C@@H]2C(=O)N(c3ccc4c(c3)OCCO4)C(=O)[C@@H]2C2c3ccccc3C=CN21 (some centres undefined)	-0.3	4	-0.76	1576	-34	4	2	-2	1.5	-1	1
COC(=O)c1ccc(NC(=O)CCN2CCCCC2)cc1	-1.4&-3.3	0&9	0.81	1566&1428	-9	-5&-7	-2&13	5&9	0.8&1.2	-1&-4	-4&-2
CN(C)C(/C=C/Nc1ccc([N+](=O)[O-])cc1)=C(C#N)C#N	-0.9	12	0.46	1755	-8	4	-10	-4	2.2	2	0
C=CCOc1cccc(C2/C(=C(/O)c3ccc(F)cc3)C(=O)C(=O)N2CCN2CCOCC2)c1 (centres undefined)	-1.7	5	0.083	1630	-26	14	-1	-5	-0.1	1	0
CCCCc1ccc(-c2ccc(Br)cc2)nc1	-0.6	6	1.8	1454	.	6	-2	-4	0.0	-4	3
COC(=O)c1ccc(NC(=O)CSc2ccccc2)cc1	-0.9	-5	.	1612	-10	5	3	38	-0.8	0	2
CCSCCOC(=O)C1=C(C)NC2=C(C(=O)CCC2)C1c1coc2ccccc2c1=O (centres undefined)	-4.2	7	-0.38	1552	-30	6	7	7	4.3	-10	3
Cc1nc2nc(-c3cccnc3)[nH]n2c(=O)c1C	0.1	1	-0.84	1570	.	10	4	1	-0.1	-2	-2
Cc1cc(C)c(-c2noc(C(=O)OC(C)(C)C)c2C(=O)OC(C)(C)C)c(C)c1	-3.8	-4	1	1460	.	-10	11	14	5.5	-2	-12
Cc1cc(OCC(F)(F)C(F)(F)C(F)(F)C(F)(F)C(F)(F)C(F)F)nc(N)n1	1.1	-8	.	1467	.	4	-4	-6	-0.9	-8	0
O=C(COC(=O)c1cccc(Br)c1)Nc1cccc2c1C(=O)c1ccccc1C2=O	0.1	8	1.6	1602	-19	4	19	0	3.9	0	6
Cc1ccc(C(=O)CSc2nnc3c4ccccc4nc(Cc4ccccc4)n23)cc1	2.4	4	0.042	1753	-5	5	-41	-3	5.6	-4	1
Cc1cccc(OCC(=O)OC2CCN(C)CC2)c1	0.2	4	0.041	1601	.	9	1	-3	0.5	-8	2
O=C(Nc1nccs1)c1ccc(COc2ccccc2Br)o1	2.0	3	.	1631	27	-3	3	19	1.8	6	0
COc1ccc(N2CCN(C(=O)CCNS(=O)(=O)c3ccccc3)CC2)cc1	-1.2	6	-0.0025	1636	-8	3	-14	-3	-0.5	-5	4
COc1cc(NC(=O)COC(=O)/C=C/c2ccc(O)c(OC)c2)cc(OC)c1	-0.8	0	-0.1	1670	-17	3	-4	2	5.0	-3	4
O=C(CSCCN1C(=O)c2ccccc2C1=O)Nc1ccc2ccccc2c1	0.2	-1	.	1488	-12	-4	10	-2	9.2*	-1	3
Cc1cc(-n2ccnc2)n2c(nc3ccccc32)c1C#N	0.2	2	0.37	1277	.	-7	5	10	2.0	-3	5
Cc1ccc(C(=O)NCC(=O)OCC(=O)NC(C)c2ccccc2)s1 (centres undefined)	-2.2	6	-0.6	1599	7	2	-5	-2	-0.2	0	3
CCOc1ccc(OCC)c(-c2c(=O)n(OCc3ccccc3Br)c3ccccc3[n+]2[O-])c1	0.0	-8	-0.51	1444	.	-6	-3	71*	5.8	-1	13
COc1cc(CC(=O)Nc2nc(C)cs2)cc(OC)c1OC	-0.3	5	0.069	1722	-2	8	-4	0	0.4	3	3
CCn1nnnc1NCc1ccc(OCc2ccc(F)cc2Cl)c(OC)c1	-2.5	0	0.4	1607	1	8	-9	13	0.6	-1	-3
CCN1CCc2c(OCc3ccc(C(=O)OC)o3)cccc2C1=O	-0.9	6	-0.76	1772	-5	0	0	12	1.6	-3	8
COc1ccc(S(=O)(=O)Nc2ccc(N(C)C(C)=O)cc2)cc1	0.4	-8	-0.046	1538	.	-3	10	1	0.0	-1	2
C#CCNC(=O)C1=C[C@H](c2ccc(C(F)(F)F)cc2)C[C@H](OCc2ccc(CO)cc2)O1	-1.1	6	.	1487	-22	-1	-19	5	2.8	-2	7
COc1ccc(Oc2ccc(N/C=C/C(=O)C(C)(C)C)cc2)cc1	0.2	6	-0.0043	1631	-18	7	-23	10	1.4	-6	-2
Cc1ccc(C(=O)c2c[nH]c3c(F)cc(F)cc3c2=O)cc1	0.1	-1	0.55	1373	-4	-4	2	-5	0.7	-5	0
Cc1ccsc1/C=C/c1ccc2cccc(O)c2n1	0.0	6	0.38	1562	.	-4	5	98*	0.9	-2	3
CCOc1ccc(NC(=O)C(C)SC(N)=O)cc1 (centres undefined)	0.9	-1	-0.55	1562	4	-2	27	-3	-1.3	-4	1
Cc1ccc(C(=O)N/C(=C/c2ccc(-c3ccc(Br)cc3)o2)C(=O)NC2CCS(=O)(=O)C2)cc1 (centres undefined)	0.6	-4	0.73	1609	-3	8	27	69*	3.5	2	1
O=C1/C(=C/c2ccc(C(=O)O)cc2)CCC/C1=C\c1ccc(C(=O)O)cc1	.	9	0.038	1611	-6	6	-4	66*	4.6	-4	1
CCOC(=O)C1=C(CNC(C)(C)CC(C)(C)C)NC(=O)NC1c1cccc([N+](=O)[O-])c1 (centres undefined)	0.8	4	-2.3	1585	-9	4	10	31	0.0	0	4
CCOC(=O)C1=C(C)NC(=O)C(C(N)=O)C12CCCCC2 (centres undefined)	-0.2	-3	0.42	1494	.	2	14	0	2.5	-4	0
COCCn1c(C)cc(C2=NNC(=Nc3ccc(F)cc3)SC2)c1C	2.3	5	.	1745	.	7	9	-1	2.9	1	3
CCOC(=O)C1CCCN(c2cc(=O)n(-c3ccccc3Cl)c(=O)[nH]2)C1 (centres undefined)	0.2	-2	.	1293	2	2	7	-5	-0.3	0	1
O=C(Nc1c(-c2ccccc2)nc2ccccn12)c1cccs1	-0.2	4	-0.17	1679	-12	1	15	1	0.5	-7	-3
CCCC(=O)NC(C)c1nc2ccccc2n1C(C)C (centres undefined)	-3.1	0	.	1629	-7	3	8	-7	-0.7	-7	10
Cc1cc(SCC(=O)N/N=C/c2ccc(O)c(O)c2O)c(C)cc1Br	-1.7	7	-1.8	1556	.	8	-34	-3	2.5	4	1
CCOC(=O)c1sc2nc(SCC#N)n(CCCN3CCCC3=O)c(=O)c2c1C	4.6	1	.	1521	.	-9	-4	36	1.9	-7	-2
CCSc1n[nH]c(=O)[nH]c1=O	-1.2	6	.	1585	18	-2	7	-5	0.0	0	-1
COc1ccc(Cl)cc1N(CC(=O)NC(C(C)C)C(C)C)S(C)(=O)=O	0.0	-8	-0.46	1404	-5	1	10	14	1.1	1	-3
Cc1ccc2nc(-c3ccc4c(c3)OCCO4)cc(C(=O)O)c2c1	0.3	4	.	1830	11	18	-13	0	1.2	1	5
O=C(CSc1ccc([N+](=O)[O-])cn1)Nc1ccc(N2CCOCC2)c(Cl)c1	-0.4	-3	-2.3	1509	-9	4	-9	8	0.5	-6	6
O=C(Cc1ccccc1)Nc1nc(=O)c2ccccc2s1	2.1	6	.	1587	.	0	-1	-1	2.8	-5	-4
CCCCn1c(=O)nc2n(-c3ccc(C)cc3)c3ccccc3cc-2c1=O	-0.3	-5	0.65	1407	20	2	33	5	1.2	-4	-2
Cc1cccc(NC(=S)NC23CN4CN(CN(C4)C2)C3)c1	1.0	0	.	1764	-2	1	-14	-1	0.7	-3	-2
C/C(=N/NC(=O)CNS(=O)(=O)c1ccc(C)cc1)c1cccc([N+](=O)[O-])c1	-0.3	-5	0.035	1327	-11	-2	-12	0	0.7	0	-9
CCNC(=O)COC(=O)/C=C/c1cccc(F)c1	-2.0	3	2.8	1369	-22	-1	-13	-2	-0.2	1	0
O=c1nc(Nc2ccc(OCc3ccccc3)cc2)sc2ncccc12	1.2	14	0.11	1599	-4	7	-1	-7	9.3*	-2	3
CCOC(=O)C1(Cc2cccc(OC)c2)CCN(Cc2cccnc2)CC1	-0.9	-8	.	1551	-10	-1	-8	55*	0.2	1	4
CCOC(=O)c1cc2ccc3ccccc3c2s1	1.3	-4	.	1383	.	8	-2	0	1.1	-1	1
CCOC(=O)C(CC)Sc1ccc2nnc(CCNS(=O)(=O)c3ccccc3)n2n1 (centres undefined)	-1.2	10	0.012	1547	3	0	-10	6	0.6	3	-2
CCc1nc(SCC(N)=O)c2c(=O)n(C)c(=O)n(C)c2n1	-0.5	4	.	1575	-7	1	10	-4	1.2	-1	-6
COc1cc(OC)nc(NC(=O)C(C)C)n1	-0.2	2	.	1596	-21	-3	-4	-7	0.8	1	11
Cc1ccc(OCC(O)Cn2c(=N)n(Cc3ccccc3)c3ccccc32)cc1 (centres undefined)	0.3	-5	-4.6*	1468	.	-9	-9	100*	-0.7	-5	4
CCN(CC)CCN1C(=O)C(O)=C(C(=O)c2cccs2)C1c1ccccn1 (centres undefined)	0.5	1	0.61	1559	.	-2	-5	2	0.0	1	-4
Cc1cc(NC(=O)C(C)C)n(-c2nc3ccccc3s2)n1	0.0	-5	-0.16	1439	4	8	-9	13	4.4	-6	1

Compound profiles, as listed above.
Record of `C/C(=N/NC(=O)CNS(=O)(=O)c1ccc(C)cc1)c1cccc([N+](=O)[O-])c1` : DTT redox prof = -0.3; PPARg SRC-2 ag = -5; ROMK mod = 0.035; TR-FRET SRC-2 ct = 1327; S1P3 antagonist = -11; PPARg SRC3 recr = -2; bIAP inhibitor = -12; L major viab = 0; RAM network inh = 0.7; Efa HMGR inh = 0; PPARg SRC1 recr = -9
Record of `CCc1nc(SCC(N)=O)c2c(=O)n(C)c(=O)n(C)c2n1` : DTT redox prof = -0.5; PPARg SRC-2 ag = 4; ROMK mod = .; TR-FRET SRC-2 ct = 1575; S1P3 antagonist = -7; PPARg SRC3 recr = 1; bIAP inhibitor = 10; L major viab = -4; RAM network inh = 1.2; Efa HMGR inh = -1; PPARg SRC1 recr = -6
